# mABHD4 FP – inhibits mouse alpha/beta hydrolase domain 4 | Q8VD66 | purified mABHD4, FP-Rh probe fluorescence polarization | inhibition, % at 8.92 µM | 370,000 compounds, 0.54% hits | AID 720543;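 active means inhibition exceeding the mean over every tested compound plus 3 SD, cut at about 30% in these data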;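 further: 0% = plate median of compound wells and 100% = S159A mutant with DMSO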
#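 Test system: mouse ABHD4 enzyme, wild type. Reagent: FP-Rh fluorescent activity-based probe, added after compound pre-incubation. Timing: pre-incubation 45 min, probe exposure 60 min, at 25 °C. Technique: FP readout, ex 525 nm / em 598 nm. Benchmarks: high control S159A mutant with DMSO, low control median of compound wells.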
# PRMT1 inh – inhibitors of human PRMT1. Q99873. recombinant PRMT1, activity-based probe fluorescence polarization. inhibition, % at 2.79 µM. 370,000 compounds, 1.3% hits. AID 652257;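 active means inhibition above about 21% made by adding two undisclosed values, limit read from the data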
# Rev-erbA mod – modulators of human Rev-erb alpha DNA binding; P20393; 370,000 compounds, 0.79% hits; activity, % at 10 µM; Rev-erbα–FITC-DNA binding, fluorescence polarization, 90 min;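 active means activity above about 14%, limit read from the data; passing the limit was not always enough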;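 further: 0% = DMSO wells with 35 nM protein and 100% = DMSO wells with 750 nM protein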
# TDP2 absorb – blocks human TDP2 phosphodiesterase activity; O95551; 370,000 compounds, 0.34% hits; recombinant TDP2, T5PNP hydrolysis, p-nitrophenol absorbance 415 nm; inhibition, % at 12.8 µM; AID 720702;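 active means inhibition above the mean of all tested compounds plus 3 SD, set per campaign, cut at about 25% in these data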;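 further: 0% = DMSO with enzyme and 100% = buffer with substrate but no TDP2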
#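 Test system: Human TDP2 enzyme | Reagent: 5 mM T5PNP | Compound dosing: 12.8 µM single point, 1% DMSO | Incubation: Enzyme reaction with compound for 2 h at 37 °C | Technique: p-Nitrophenol epi absorbance | Read-out: % inhibition relative to enzyme-containing and enzyme-free wells | Benchmarks: High control without enzyme, low control DMSO plus TDP2 | Replicates: Singlicate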
# PG9 binder – binds the HIV-1 gp120 antibody PG9. TR-FRET gp120-PG9 antibody binding. AID 624416. 360,000 compounds, 0.43% hits. inhibition, % at 6.7 µM; in the data active means inhibition above about 8.5%
# HTRA1 inh – inhibitors of human serine peptidase HTRA1. Q92743. recombinant HTRA1, FP-rhodamine activity-based probe, fluorescence polarization. inhibition, % at 5.96 µM. 340,000 compounds, 0.5% hits; in the data active means inhibition above about 36%;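 further: 0% = enzyme with DMSO and 100% = wells lacking enzyme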
# Target sequence (Q92743 whole entry, looked up): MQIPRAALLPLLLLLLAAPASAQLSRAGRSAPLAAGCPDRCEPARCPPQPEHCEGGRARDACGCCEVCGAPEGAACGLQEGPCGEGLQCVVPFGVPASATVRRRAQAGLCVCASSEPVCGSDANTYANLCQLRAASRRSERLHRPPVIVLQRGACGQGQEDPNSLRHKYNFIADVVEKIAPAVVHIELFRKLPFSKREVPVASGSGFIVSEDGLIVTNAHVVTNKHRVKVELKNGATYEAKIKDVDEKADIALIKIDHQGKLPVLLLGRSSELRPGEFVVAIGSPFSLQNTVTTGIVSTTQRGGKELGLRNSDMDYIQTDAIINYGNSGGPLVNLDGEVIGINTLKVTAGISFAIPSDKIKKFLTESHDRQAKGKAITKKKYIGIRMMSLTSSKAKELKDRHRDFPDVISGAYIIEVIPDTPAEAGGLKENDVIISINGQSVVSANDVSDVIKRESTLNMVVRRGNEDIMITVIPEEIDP
# SIAE inh – blocks human sialic acid acetylesterase; inhibition, % at 9.66 µM; 370,000 compounds, 0.69% hits; SIAE FP-Rh probe binding, fluorescence polarization; AID 1053197;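 active means inhibition above a cutoff: mean of compounds within the control limits plus 3 SD of those, cut at about 17% in these data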;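 further: 0% = plate median of compound wells and 100% = probe without SIAE protein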
# Target sequence (Q9HAT2 whole entry, looked up): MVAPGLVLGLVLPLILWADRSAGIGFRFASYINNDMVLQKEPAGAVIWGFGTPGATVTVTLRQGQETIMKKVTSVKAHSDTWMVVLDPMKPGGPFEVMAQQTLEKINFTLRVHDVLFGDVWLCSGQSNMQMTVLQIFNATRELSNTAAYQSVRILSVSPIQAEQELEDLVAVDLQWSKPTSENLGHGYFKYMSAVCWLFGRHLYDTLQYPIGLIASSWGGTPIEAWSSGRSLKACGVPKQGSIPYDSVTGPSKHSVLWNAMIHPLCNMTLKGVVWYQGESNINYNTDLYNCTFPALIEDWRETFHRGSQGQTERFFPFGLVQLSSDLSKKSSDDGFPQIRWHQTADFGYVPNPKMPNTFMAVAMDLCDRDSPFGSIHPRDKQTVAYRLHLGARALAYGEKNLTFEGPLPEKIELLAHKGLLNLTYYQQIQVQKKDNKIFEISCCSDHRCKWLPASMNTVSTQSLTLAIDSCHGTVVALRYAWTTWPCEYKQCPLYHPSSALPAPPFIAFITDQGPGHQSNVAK
# TCR-CD3 inh – blocks the human TCR-CD3 interaction. TAMRA-labeled TCR probe fluorescence, biochemical. inhibition, % at 9.4 µM. 360,000 compounds, 0.37% hits; in the data active means inhibition above about 19%;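 further: recombinant mutant TCR 2C K166C tagged with TAMRA read by polarization; 0% = receptor in buffer alone and 100% = receptor with positive control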
# rCAG RNA binder – r(CAG) repeat RNA binding. TO-PRO-1 dye displacement fluorescence. inhibition, % at 3 µM. 370,000 compounds, 1.3% hits. AID 651821;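 active means inhibition above the plate cutoff, the mean of all test compounds on that plate plus 3 SD, cut at about 35% in these data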;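 further: 0% = DMSO alone and 100% = 100 µM mitoxantrone as full dye displacement; higher means more dye released from RNA so lower well fluorescence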
# LEDGF integ inh – blocks HIV-1 LEDGF/p75-dependent DNA integration | TR-FRET IN-LEDGF/p75 DNA integration, Eu/Cy5 | inhibition, % at 3.7 µM | 370,000 compounds, 0.64% hits | AID 743269;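 active means inhibition above the screen-wide mean plus 3 SD, cut at about 13% in these data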;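 further: signal is the Cy5 over europium emission ratio at 671 and 618 nm; 0% = plate median of compound wells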
# The depositor's hits bear a star; / = no result given. This is a subset (hit frequency here may not be typical).
1. CC(=O)Nc1ccccc1S(=O)(=O)CC1CC1(Cl)Cl (stereo not given)
2. CN(C)C(CNC(=O)CCc1nc2sc3c(c2c(=O)[nH]1)CCCC3)c1ccccc1 (stereo not given)
3. COc1ccc(N2CCN(C(=O)CCCSc3nc4ccccc4[nH]3)CC2)cc1
4. CCN(CC)C(=O)Oc1nnc(SC(C)C)n1-c1ccc(Cl)cc1
5. N#Cc1ccccc1NC(=O)c1ccc2c(c1)OCO2
6. Cc1c(C(=O)NCc2ccc(F)cc2)sc(=O)n1Cc1ccccc1
7. CCCN(Cc1cc2ccc(C)cc2[nH]c1=O)C(=O)c1cccnc1
8. CC1(C)Cc2c(cnn2-c2ccc(F)cc2)C(NC(=O)CCc2ccncc2)C1 (stereo not given)

screen / no.,1,2,3,4,5,6,7,8
mABHD4 FP,-14.8,2.6,-5.5,-6.5,2.6,-3.9,-1.1,-1.9
PRMT1 inh,5.9,4.2,3.1,-1.7,-1.4,0.2,0.6,-0.4
Rev-erbA mod,4.3,-1.4,5.6,-0.8,-3.1,7.7,3.2,-2.5
TDP2 absorb,-0.8,-4.2,-4.1,7.7,8.3,-4.1,-2.1,-14.7
PG9 binder,-0.4,-0.2,-0.2,-0.5,0.6,-0.6,-0.2,-0.9
HTRA1 inh,3.2,1.6,-1.4,0.9,-1.1,/,-14.0,5.1
SIAE inh,-10.4,-7.2,6.1,6.8,7.6,-1.0,-2.5,2.7
TCR-CD3 inh,-1.0,-6.1,-4.4,9.0,-1.2,-0.6,-3.2,0.9
rCAG RNA binder,1.1,-0.1,-0.3,-11.1,11.8,0.8,3.1,-4.2
LEDGF integ inh,4.6,-4.1,3.6,1.6,-4.0,-0.3,-1.7,-2.1

9. C/C(=N\NC(=O)c1cc(-c2ccc(C)s2)[nH]n1)c1ccco1
10. Cn1c(-c2ccccc2)cnc1SCC(=O)NCc1ccco1
11. C#CCNC(=O)C1=C[C@@H](c2ccc(Br)cc2)C[C@@H](OCCCCO)O1
12. Cc1cc(C)n(-c2ccc(NC(=O)C3CCCCN3Cc3cccc4c3OCO4)cc2)n1 (stereo not given)
13. O=C1CCCC1C(=O)Nc1ccc2ccccc2c1 (stereo not given)
14. Nc1c(C(=O)C2CC2)sc2nc(-c3cccs3)cc(C(F)(F)F)c12
15. COc1ccc(OCc2nc3ccccc3n2C(C)C)cc1
16. O=C(Cn1cnc2c(cnn2-c2ccccc2)c1=O)c1ccc(Cl)cc1

screen / no.,9,10,11,12,13,14,15,16
mABHD4 FP,-2.9,-3.0,7.0,-1.9,-6.0,0.6,-3.1,9.7
PRMT1 inh,2.8,-1.9,1.7,2.4,-0.6,31.6*,-4.8,-1.7
Rev-erbA mod,-0.6,-0.2,-1.8,-3.9,7.5,0.1,-1.7,4.3
TDP2 absorb,-2.1,11.8,8.1,3.4,1.3,-11.7,-3.1,6.2
PG9 binder,-1.5,0.2,0.2,-1.6,-1.3,5.5,-1.5,0.0
HTRA1 inh,-34.4,4.1,-24.4,-32.9,12.2,-5.7,0.5,1.9
SIAE inh,-6.8,-13.0,-2.4,-1.6,1.7,-2.7,-7.2,38.8*
TCR-CD3 inh,-6.2,5.3,-1.6,-1.2,-2.5,-5.4,8.2,-5.3
rCAG RNA binder,5.1,-2.6,0.8,-7.9,0.2,10.2,-5.6,-0.3
LEDGF integ inh,0.8,3.5,2.9,-0.7,-3.6,6.2,2.7,1.3

17. COc1ccc(NC(=O)C2CCN(S(=O)(=O)c3cccc4cccnc34)CC2)cc1
18. COc1ccc(S(=O)(=O)NCC2CCC(C(=O)NCCCN3CCCC3=O)CC2)cc1 (stereo not given)
19. CCCOC(=O)C1=C(C)OC23OC(N)=C(C#N)C12C(=O)c1ccccc13 (stereo not given)
20. Cc1nc2ccc(NC3=NCCCCC3)cc2s1
21. COc1ccc(CNC(=O)N2CCN(S(=O)(=O)c3ccccc3F)CC2)cc1
22. CC(C)(C)c1ccc(C(=O)Nc2sc3c(c2C(=O)O)CCC3)cc1
23. COc1cccc(N2CCN(S(=O)(=O)c3ccc4c(c3)NC(=O)C(C)C(=O)N4)CC2)c1 (stereo not given)
24. CCOC(=O)c1ccc(NC(=S)N2CCN(CCNC3=CC(=O)CC(C)(C)C3)CC2)cc1

screen / no.,17,18,19,20,21,22,23,24
mABHD4 FP,2.3,3.7,3.3,5.1,0.2,5.6,4.9,4.2
PRMT1 inh,-0.8,-7.5,0.1,61.1*,21.0,-0.2,1.2,3.2
Rev-erbA mod,2.5,5.0,-3.4,-4.0,1.3,-1.0,-6.3,-5.3
TDP2 absorb,4.6,-4.0,12.8,14.4,7.7,3.3,1.4,-4.5
PG9 binder,-1.4,-2.2,-1.9,-0.5,-1.6,0.1,-1.0,0.9
HTRA1 inh,1.6,-1.9,4.7,-9.0,1.4,-10.6,-0.5,-4.2
SIAE inh,-1.9,-1.4,15.6,4.0,4.5,-10.1,1.6,3.2
TCR-CD3 inh,13.9,5.8,0.1,-2.8,6.5,-5.2,-4.2,-0.1
rCAG RNA binder,1.9,-6.5,0.7,1.3,-3.2,26.0,3.5,-4.8
LEDGF integ inh,3.8,1.8,0.3,-0.6,1.1,0.0,-2.5,-1.6

# The last 4 entries of the part before open the next one.
21. COc1ccc(CNC(=O)N2CCN(S(=O)(=O)c3ccccc3F)CC2)cc1
22. CC(C)(C)c1ccc(C(=O)Nc2sc3c(c2C(=O)O)CCC3)cc1
23. COc1cccc(N2CCN(S(=O)(=O)c3ccc4c(c3)NC(=O)C(C)C(=O)N4)CC2)c1 (stereo not given)
24. CCOC(=O)c1ccc(NC(=S)N2CCN(CCNC3=CC(=O)CC(C)(C)C3)CC2)cc1
25. O=C(Cc1cccs1)NCc1cccc(Br)c1
26. CCOC(=O)C1(Cc2ccc(Cl)cc2)CCN(CCCn2cccn2)CC1
27. O=C(CCN1C(=O)/C(=C/c2ccccc2Cl)SC1=S)NC1C=CS(=O)(=O)C1 (stereo not given)
28. CC1(C(=O)O)Oc2cccnc2NC1=O (stereo not given)
29. Oc1ccc(CN2CCCCC2)nc1-c1ccccc1
30. Cc1ccc2cc(C=O)c(Cl)nc2c1
31. COc1ccc(Cl)cc1NC(=O)CN(C(=O)c1ccco1)C1CCCCC1
32. O=C(c1ccc(F)c(S(=O)(=O)N2CCOCC2)c1)N(CCc1ccccc1)Cc1ccccc1

screen / no.,21,22,23,24,25,26,27,28,29,30,31,32
mABHD4 FP,0.2,5.6,4.9,4.2,-3.4,-4.1,0.1,-0.4,-4.7,-4.2,-7.1,-2.2
PRMT1 inh,21.0,-0.2,1.2,3.2,-0.4,-5.0,4.1,-2.8,2.5,-2.0,-1.5,1.5
Rev-erbA mod,1.3,-1.0,-6.3,-5.3,0.3,-4.1,-4.9,-2.8,-5.1,-8.1,-1.9,0.9
TDP2 absorb,7.7,3.3,1.4,-4.5,-10.6,6.1,9.6,7.2,4.7,-3.0,-6.2,8.5
PG9 binder,-1.6,0.1,-1.0,0.9,0.6,-0.8,-2.2,-3.0,0.3,-0.4,-0.7,-2.8
HTRA1 inh,1.4,-10.6,-0.5,-4.2,-2.5,-4.3,-2.0,12.7,1.4,-0.4,-8.1,-5.5
SIAE inh,4.5,-10.1,1.6,3.2,-2.4,-3.7,-9.8,7.1,-2.0,-3.6,5.5,-7.0
TCR-CD3 inh,6.5,-5.2,-4.2,-0.1,-9.1,0.1,3.7,2.6,5.1,3.7,-11.1,3.7
rCAG RNA binder,-3.2,26.0,3.5,-4.8,2.9,-12.0,4.3,-2.0,0.1,-3.0,-3.4,-3.9
LEDGF integ inh,1.1,0.0,-2.5,-1.6,2.0,3.9,-3.6,0.7,-1.5,-1.1,4.0,0.9

33. c1cc2cn[nH]c2cc1NC1CCCCCC1
34. CCOC1C(=O)NC(=O)N1Cc1ccccc1 (stereo not given)
35. COc1ccccc1Cc1nc(-c2cccnc2)no1
36. CC(C)(C)NC(=O)CON=C1c2ccccc2-c2ccccc21
37. COc1ccc(C(=O)CN2CCN(S(=O)(=O)c3cccc([N+](=O)[O-])c3)CC2)cc1
38. Cc1ccc(NC(=O)CSc2nnc3c(n2)[nH]c2ccccc23)cc1
39. Cc1ccc(C(=O)Nc2cc(=O)n(C)c(=O)n2C)cc1C
40. Cc1ccc(C2SCC(=O)N2Cc2cn3ccsc3n2)o1 (stereo not given)

screen / no.,33,34,35,36,37,38,39,40
mABHD4 FP,24.9,2.0,-3.7,-14.7,-3.5,-1.2,1.9,9.1
PRMT1 inh,10.9,-1.7,-2.8,-0.1,0.5,1.8,-0.5,11.5
Rev-erbA mod,4.1,-1.5,1.4,9.7,3.8,-0.5,0.2,-26.7
TDP2 absorb,14.2,9.1,-3.4,-6.1,7.8,14.8,9.8,-5.2
PG9 binder,-2.2,-1.0,0.0,-4.2,-2.0,0.9,0.6,-1.7
HTRA1 inh,22.6,-1.9,5.8,-42.1,1.1,-4.2,-2.2,5.0
SIAE inh,9.6,9.1,0.8,-5.0,1.6,5.0,4.7,10.8
TCR-CD3 inh,-0.4,5.7,-6.6,3.3,8.9,3.7,11.2,1.4
rCAG RNA binder,1.9,2.3,-0.1,-4.7,0.8,1.1,2.3,6.3
LEDGF integ inh,3.1,-8.0,2.0,0.1,-0.4,3.1,3.1,-3.4

41. Cc1ccc(C2/C(=C(\O)c3c(C)nc4ccccn34)C(=O)C(=O)N2CCN(C)C)o1 (stereo not given)
42. Cc1cc(N)n(-c2nc(-c3cccnc3)nc3ccccc23)n1
43. COc1ccc(C2NC(=S)NC(C)=C2C(=O)Nc2ccccn2)cc1 (stereo not given)
44. Cc1ccc(Oc2nnc(-c3ccccc3)cc2C#N)cc1

screen / no.,41,42,43,44
mABHD4 FP,-9.5,-4.6,1.9,1.4
PRMT1 inh,6.4,0.2,1.6,0.6
Rev-erbA mod,3.4,-0.3,-3.1,-4.5
TDP2 absorb,-0.1,-10.3,-8.1,-4.5
PG9 binder,-0.1,-3.0,-1.6,-2.5
HTRA1 inh,5.0,-4.2,6.6,-3.8
SIAE inh,-0.2,-2.0,0.6,0.0
TCR-CD3 inh,2.3,-2.7,-1.5,4.7
rCAG RNA binder,0.1,4.6,0.5,-0.9
LEDGF integ inh,-2.9,10.2,-0.3,-1.0

# Compound profiles (already shown). Order of values: mABHD4 FP | PRMT1 inh | Rev-erbA mod | TDP2 absorb | PG9 binder | HTRA1 inh | SIAE inh | TCR-CD3 inh | rCAG RNA binder | LEDGF integ inh
# CC(C)(C)NC(=O)CON=C1c2ccccc2-c2ccccc21 across the screens: -14.7 | -0.1 | 9.7 | -6.1 | -4.2 | -42.1 | -5.0 | 3.3 | -4.7 | 0.1
# CCOC(=O)c1ccc(NC(=S)N2CCN(CCNC3=CC(=O)CC(C)(C)C3)CC2)cc1 across the screens: 4.2 | 3.2 | -5.3 | -4.5 | 0.9 | -4.2 | 3.2 | -0.1 | -4.8 | -1.6

# Bioassay records as filed in PubChem BioAssay.
